GLS inhibitor: qHTS for Inhibitors of Glutaminase (GLS). Potency, µM (titrated, usually from 45.5 µM), without a hit: at the highest dose activity change, negative = inhibition, most hits filed as inhibitors. hit rate 0.21% among 410,000. Glutaminase kidney isoform, mitochondrial (Homo sapiens), O94925. AID 624170, 2012. GLS enzymatic activity, qHTS titration; further: potency means the concentration at half of the fitted maximal effect; on the % scale 0 is the no-effect control and ±100 the full control effect
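Read-out is an Amplex red fluorescence increase coupled through glutamate oxidase and HRP, measured before and after 30 min room-temperature incubation. hKGA is in 45 mM KH2PO4 (pH 8.2) with 0.02% Tween-20; glutamine added as 1mM solution.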
G9a block: qHTS Assay for Inhibitors of Histone Lysine Methyltransferase G9a; G9a H3K9 monomethylation, AlphaScreen, 2 h; Potency, µM (highest dose often 102 µM), inactives show at the top dose activity, negative = inhibition, hits mostly inhibitors; hit rate 8.8% among 350,000; AID 504332, 2011; further: potency means the concentration at half of the fitted maximal effect; on the % scale 0 is the no-effect control and ±100 the full control effect; nearly all actives have a fitted effect of over 75% in size
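Compounds were preincubated with 20 nM G9a for 15 min, after which biotinylated H3K9 peptide (500 nM) and SAM (20 uM) started a 2 h room-temperature reaction. Monomethylated product was quantified by antibody-based AlphaScreen chemiluminescence.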
HP1b binding inh: HTS for Inhibitors of HP1-beta Chromodomain Interactions with Methylated Histone Tails. Potency, µM (series often up to 114 µM), for inactives: top-dose activity change, negative = inhibition, usual class: inhibitors. AlphaScreen HP1-beta / biotin-H3K9me3 peptide binding. hit rate 0.56% among 390,000. Chromobox protein homolog 1 (Homo sapiens), P83916; further: potency means the concentration at half of the fitted maximal effect; nearly all actives have a fitted effect of over 70% in size; inactives centre near 23
Target sequence (P83916 whole entry, looked up): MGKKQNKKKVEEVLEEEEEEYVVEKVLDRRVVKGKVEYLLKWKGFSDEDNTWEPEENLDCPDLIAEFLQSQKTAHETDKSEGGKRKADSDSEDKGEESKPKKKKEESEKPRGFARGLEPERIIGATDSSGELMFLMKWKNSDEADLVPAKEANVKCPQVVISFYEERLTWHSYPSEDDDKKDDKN
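Compound inhibition of the preformed complex between 50 nM HP1-beta and 50 nM biotinylated H3K9me3 peptide was read by AlphaScreen. Buffer was PBS pH 7.4 with 0.01% Tween-20. Incubations ran 30 min at room temperature, with 10 ug/mL donor/acceptor beads.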
BAZ2B inh: qHTS Assay for Inhibitors of BAZ2B; Bromodomain adjacent to zinc finger domain protein 2B (Homo sapiens), Q9UIF8; AlphaScreen BAZ2B-H3K14Ac peptide displacement; Potency, µM (top dose mostly 114 µM), inactives show at the top dose activity change, negative = inhibition, hits mostly inhibitors; hit rate 4.4% among 360,000; AID 504333, 2011; further: potency means the concentration at half of the fitted maximal effect; on the % scale 0 is the no-effect control and ±100 the full control effect; nearly all actives have a fitted effect of over 60% in size
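BAZ2B 50 nM plus b-H3(5-23)K14Ac 50 nM, PBS pH 7.4/0.01% Tween-20, 30 min RT; compound added (max 110 uM), 30 min RT; streptavidin donor/Ni-chelate acceptor beads 10 ug/mL final, 20 min dark; AlphaScreen read.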
PI4K2A inh: qHTS for small molecular inhibitors of PI4K2A; Phosphatidylinositol 4-kinase type 2-alpha (Homo sapiens), Q9BTU6; purified PI4K2A, ADP-Glo luminescence, 1 h; hits give low values; activity change, negative = inhibition, % at 76.9 µM; hit rate 0.13% among 420,000; in the data active means activity change below about -50%; inconclusive means mostly about -30% to -49%;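 further: -100% = wells without enzyme as full effect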
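ADP-Glo luminescence measured ADP generated by PI4K2A enzyme (4 ug/mL before mixing) with 1.2 mM PI substrate (pre-mix) and 300 microM ATP (pre-mix). Tris pH7.5 buffer with MgCl2, Triton X-100; 1 h reaction at ambient temperature.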
ERG-DNA inh: qHTS for Small Molecule Inhibitors of the ERG Ets/DNA interaction | Transcriptional regulator ERG (Homo sapiens), P11308 | fluorescence polarization, His-ERG Ets domain / labelled DNA | Potency, µM (doses to about 76.9 µM), for the others: at the top dose FP activity, negative = inhibition, actives largely listed as inhibitors | hit rate 0.028% among 370,000 | AID 624246, 2012; active means well fitted inhibition curve with a large enough effect in the polarisation, with a control signal flat; inconclusive means small, poorly fitted or top-dose-only effect, or effect the other way, or a change in a side signal; inactive means no such curve, though single readings can be large or run the other way; the % refers to the polarisation;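 further: polarization taken with two DNA probes labelled with fluorescein and Texas red; potency means the concentration at half of the fitted maximal effect; % of control where 0% means no effect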
Target sequence (P11308 whole entry, looked up, the tested form may be a part): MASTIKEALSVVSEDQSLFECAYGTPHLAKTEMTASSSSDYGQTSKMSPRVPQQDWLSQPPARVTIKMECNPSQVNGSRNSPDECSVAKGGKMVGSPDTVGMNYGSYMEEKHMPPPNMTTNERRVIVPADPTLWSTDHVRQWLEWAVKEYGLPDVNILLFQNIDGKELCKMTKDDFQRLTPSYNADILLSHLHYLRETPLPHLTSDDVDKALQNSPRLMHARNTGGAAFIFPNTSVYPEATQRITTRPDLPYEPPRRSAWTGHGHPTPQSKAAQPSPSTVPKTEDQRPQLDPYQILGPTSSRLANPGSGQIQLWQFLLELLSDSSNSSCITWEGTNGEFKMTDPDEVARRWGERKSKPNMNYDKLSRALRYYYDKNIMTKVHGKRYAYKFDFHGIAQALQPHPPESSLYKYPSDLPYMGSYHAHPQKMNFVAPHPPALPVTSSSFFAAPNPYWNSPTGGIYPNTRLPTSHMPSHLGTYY
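His-tagged ERG Ets domain (1 uM in the protein solution; 300mM KCl, 50mM Tris-HCl, 1mM EDTA, 1mM DTT, pH 7.5) received compound, then a probe mix of 5 nM fluorescein-DNA and 100nM Texas-615-DNA. Fluorescence polarization was read for both dyes.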
JMJD2A Tudor: qHTS Assay for Inhibitors of JMJD2A-Tudor Domain. Lysine-specific demethylase 4A (Homo sapiens), O75164. hit rate 4.4% among 390,000. AlphaScreen JMJD2A-Tudor / H3K4me3 peptide binding. AID 504339, 2011. Potency, µM (highest dose often 114 µM), for inactives: at the highest dose activity change, negative = inhibition, most hits filed as inhibitors; further: potency means the concentration at half of the fitted maximal effect; on the % scale 0 is the no-effect control and ±100 the full control effect; nearly all actives have a fitted effect of over 50% in size
12-LOX inh: Primary qHTS assay for inhibitors of human arachidonate 12S-lipoxygenase (ALOX12): Round 2; Potency, µM (titrated, usually from 108 µM), inactives show top-dose activity change, negative = inhibition, actives largely listed as inhibitors; hit rate 1.1% among 580,000; purified 12hLO, xylenol orange hydroperoxide absorbance; further: potency means the concentration at half of the fitted maximal effect; on the % scale 0 is the no-effect control and ±100 the full control effect
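Hydroperoxide product was detected by ferrous iron/xylenol orange as the 573 to 405 nm absorbance ratio. Arachidonic acid at 40 uM (final) was turned over for 30 min at room temperature by 150 nM human 12hLO, pH 7.0 Hepes buffer, after 15 min compound preincubation.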
RGS4 inhibitor: Inhibitors of Regulator of G Protein Signaling (RGS) 4: qHTS | hit rate 0.039% among 390,000 | Regulator of G-protein signaling 4 (Homo sapiens), P49798 | Potency, µM (doses to about 114 µM), inactives show at the highest dose activity change, negative = inhibition, actives largely listed as inhibitors | AID 504845, 2011 | Transcreener GDP fluorescence polarization, RGS4-accelerated GTP hydrolysis; further: potency means the concentration at half of the fitted maximal effect; on the % scale 0 is the no-effect control and ±100 the full control effect; nearly all actives have a fitted effect of over 75% in size; some results filed as inactive show a strong effect at the top dose
Target sequence (P49798 whole entry, looked up): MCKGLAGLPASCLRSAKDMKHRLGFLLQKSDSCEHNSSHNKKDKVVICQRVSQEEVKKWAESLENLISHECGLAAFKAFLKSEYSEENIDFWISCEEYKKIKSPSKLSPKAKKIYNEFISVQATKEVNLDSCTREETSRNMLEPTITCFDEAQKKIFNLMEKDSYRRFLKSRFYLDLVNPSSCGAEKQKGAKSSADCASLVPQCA
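MLSMR compounds (23 nl, pin-transferred) preincubated 10 min at room temperature with a 500nM (2x) first reagent, then RGS4 at 900nM (2x) plus Transcreener GDP mix added; fluorescence polarization (620/688 nm) read before and after 90 min at 30 °C.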
An asterisk follows results filed as active; i = inactive; ? = inconclusive; / = no result given; [ ] = dose if it differs, or a comment. Unless noted, the call rests on the fitted dose curve; in most records, active means well fitted curve in the direction sought with a large enough effect; inconclusive means small, poorly fitted or top-dose-only effect, or another doubt; inactive means no such curve, though single readings can be large; an effect the other way counts as inactive or inconclusive. Some of the compounds tested. The share of hits here may be higher or lower than overall.

SMILES	GLS inhibitor	G9a block	HP1b binding inh	BAZ2B inh	PI4K2A inh	ERG-DNA inh	JMJD2A Tudor	12-LOX inh	RGS4 inhibitor
C[C@H](CO)N1C[C@H](C)[C@@H](CN(C)Cc2ccncc2)Oc2c(NC(=O)c3ccncc3)cccc2C1=O	-6.2%	/	59.4%[activator]	/	4.5	-4.9%	-3.5%	1.6%	-9.8%
NC(=O)NS(=O)(=O)c1ccc(N)cc1	-8.4%	-25.2%[12.7 µM]	/	/	1.5	/	/	-8.3%[22.9 µM]	/
CC1(C(=O)NCCc2c[nH]c3ccccc23)C=CC2(CCCCC2)N1C(=O)c1ccccc1 (stereo unspecified)	-6.7%	79.4µM*	25.1%	-37.5%	6.8	-1.7%	-19.3%	/	-5.6%
O=C(CCc1nnc2ccc(NCc3ccco3)nn12)Nc1cc(F)ccc1F	-21.7%	-3.9%	52.0%[activator]	?	-7.0	15.4%	21.0%	-0.5%	-8.5%
COc1cc(C(c2sc3nc(C)nn3c2O)N2CCc3ccccc3C2)cc(OC)c1OC (stereo unspecified)	5.2%	22.4µM*	32.1%	5.6%	8.9	4.5%	-16.7%	20.5%	13.1%
N#CC1=C(N)Oc2cc(N)ccc2C1c1cccc(F)c1 (stereo unspecified)	16.0%	/	11.5%	-9.8%	0.4	-2.6%	-19.9%	?	13.6%
O=S1(=O)CCC(NC(=S)SCc2ccccc2Br)C1 (stereo unspecified)	12.7%	-23.4%	34.6%	6.4%	1.8	-2.4%	27.5%	16.2%	5.3%
COc1ccc2nc(NC(=O)C3CCCN(S(=O)(=O)c4cccc5nsnc45)C3)sc2c1 (stereo unspecified)	-9.8%	?	18.0%	-26.4%	8.7	-6.1%	-23.5%	24.3%	-28.6%
O=C(CN1CSCC1=O)N1CCN(S(=O)(=O)c2ccc(Cl)cc2)CC1	-5.2%	2.3%[59 µM]	40.6%[activator]	-4.6%	-0.5	18.7%	1.0%	7.1%	-2.5%
COC(=O)c1ccc(OCC(O)CN2C(=O)NC(C)(C)C2=O)cc1 (stereo unspecified)	6.8%	8.5%[59 µM]	13.3%	-2.0%	8.7	-2.3%	-15.0%	i	0.4%
CCN(CC)c1ccc(C(=O)NN)cc1	-18.7%	19.1%[59 µM]	9.0%	-36.7%	10.1	2.1%	-29.1%	-1.2%	-2.4%
Cc1ccc(C(=O)C2=C(O)C(=O)N(c3ncccn3)C2c2ccc(Br)cc2)o1 (stereo unspecified)	11.9%	?	27.7%	-25.7%	6.1	1.6%	-12.0%	/	-3.1%
Cc1ccc(C)c(N2CCN(C(=O)c3cc(S(=O)(=O)N4CCC(C)CC4)cn3C)CC2)c1	2.3%	-2.5%[59 µM]	5.4%[57 µM]	-30.6%	0.0	3.7%	-35.5%	?	-13.9%
COc1cccc(/C=N/n2c(C)nc3ccccc3c2=O)c1O	12.4%	?	18.8%	-20.9%	-3.3	-2.9%	-12.1%	0.0%	23.7%
Cc1cc(C)nc(NS(=O)(=O)c2ccc(NC(=O)c3cccc(N4C(=O)CCC4=O)c3)cc2)n1	1.9%	0.4%[59 µM]	19.9%	0.7%	-3.0	7.2%	-16.6%	-22.5%	12.0%
Cc1cccc(C(=O)NNC(=O)c2c(-c3ccccc3Cl)noc2C)c1O	-5.5%	21.2%	47.4%[activator]	-23.4%	2.7	-11.1%	-10.3%	-16.7%	-1.9%
CC(NC(=O)C(Cc1ccccc1)N1C(=O)C2C3CCC(C3)C2C1=O)c1ccccc1 (stereo unspecified)	13.6%	-24.6%[59 µM]	15.9%	-21.1%	-1.5	0.2%	-26.9%	1.1%	19.4%
C[C@@H]1CN([C@@H](C)CO)C(=O)c2cc(NC(=O)Nc3ccc4c(c3)OCO4)ccc2O[C@H]1CN(C)S(=O)(=O)c1cn(C)cn1	23.1%	/	32.4%	/	-2.5	2.0%	-12.6%	-0.3%	-6.0%
Cc1sc2nc(SCC(=O)N3CCN(CCO)CC3)n(-c3ccccc3)c(=O)c2c1C	-8.0%	-36.5%[59 µM]	19.4%	-5.9%	1.7	/	-16.3%	17.1%	-9.9%
CC1CCCCN1CCCNc1ccc(C(CC(N)=O)NC(=O)c2ccccc2)cc1[N+](=O)[O-] (stereo unspecified)	-0.7%	/	34.9%	?	-0.2	0.3%	-9.8%	0.4%	-12.3%
O=C(NCCC1=CCCCC1)NC12CC3CC(CC(C3)C1)C2	0.1%	15.2%[59 µM]	26.6%	7.6%	-0.1	8.2%	-5.6%	?	26.3%
C=CCOc1cccc(C2/C(=C(/O)c3ccc4c(c3)CC(C)O4)C(=O)C(=O)N2CCN2CCOCC2)c1 (stereo unspecified)	1.4%	50.1µM*	10.5%	-21.9%[57.1 µM]	3.9	6.2%	-11.7%	-2.7%	31.2%
COc1ccc(CCn2c(C(C)C)nc3c(c(=O)c4ccccc4n3C)c2=O)cc1	16.9%	-1.1%[59 µM]	29.6%	-31.1%	4.9	-6.5%	-7.0%	/	-17.8%
S=c1[nH]nc(-c2ccncc2)n1/N=C/c1cn(-c2ccccc2)nc1-c1ccc(Cl)cc1	-11.5%	-11.6%	12.2%	-4.4%	-2.9	3.1%	-34.9%	-28.4%	-28.7%
C=CCn1c(SCC(=O)NCC2CCCO2)nnc1-c1ccncc1 (stereo unspecified)	11.2%	4.4%[12.7 µM]	52.5%[activator]	-2.0%	-3.5	/	-9.7%	-5.7%	-48.1%
O=C(CN(c1ccc(F)cc1)S(=O)(=O)c1ccc2c(c1)OCCO2)Nc1cccnc1	-0.4%	-28.6%[12.7 µM]	26.8%	1.1%	8.2	0.7%	-10.7%	?	-2.8%
COc1ccc(Br)cc1C(=O)Nc1cccc(C)c1C	7.2%	2.3%	27.2%	-6.0%	-0.5	/	-7.6%	-5.2%	12.1%
COCCCN(C(=O)c1cccnc1SC)c1c(N)n(Cc2ccccc2)c(=O)[nH]c1=O	-0.8%	12.5%[59 µM]	31.6%	9.2%	1.7	4.3%	-12.2%	42.3%	7.2%
CN(C)C=NC(=O)c1cc(C(=O)c2ccccc2Cl)c[nH]1	14.0%	?	38.8%	-35.2%	-2.5	2.8%	-11.7%	8.1%	-18.3%
CCN(C[C@H]1N[C@@](CC)(C(=O)OC)[C@H]2C(=O)N(C)C(=O)[C@@H]12)S(=O)(=O)c1ccc(OC)cc1	-4.1%	/	66.8%[activator]	/	0.7	4.8%	?	?	-0.7%
CCOC(=O)C1CCCCN1Cc1ccccc1C(F)(F)F (stereo unspecified)	-0.4%	49.7%[59 µM]	?	7.3%	9.6	-8.2%	4.47µM*	?	19.0%
Nc1nc2nn(-c3ccccc3)nc2c(=O)[nH]1	-0.9%	-3.6%[59 µM]	20.7%	-12.1%	-9.4	-4.7%	-4.3%	0.2%	-14.8%
O=C1[C@H]2[C@@H](C(=O)N1c1cc(Cl)cc(Cl)c1)[C@]1(C(=O)Nc3ccccc31)N1CCC[C@@H]21	-6.8%	?	18.4%	?	2.0	-0.6%	-34.5%	-10.0%	-19.2%
C/C(Cl)=C/CSc1nnc2n(N)c(=O)c3ccccc3n12	/	-5.9%[0.501 µM]	8.7%	8.9%	5.4	1.2%	3.2%	0.0%	26.5%
O=C(CC1C(=O)NCCN1Cc1cccc(Oc2ccccc2)c1)NCCc1ccncc1 (stereo unspecified)	4.1%	-45.4%	42.6%[activator]	-14.6%	1.7	-1.2%	-9.3%	3.2%	1.9%
CCNc1c(NC(C)=O)c(=O)oc2ccccc12	-8.7%	1.3%[59 µM]	9.7%	-4.2%	-3.5	-2.2%	-11.4%	-1.8%	-14.7%
CCOC(=O)N1CCC(NC(=O)C(NS(=O)(=O)c2ccc3c(c2)CCN3C(=O)CC)C(C)C)CC1 (stereo unspecified)	94.6%[activator]	-32.9%	32.1%	26.3%	2.6	-11.5%	-3.1%	-2.7%	6.1%
Cc1ccc(C(=O)N/N=C/C2=Cc3ccccc3OC2C)cc1 (stereo unspecified)	-5.2%	37.2%[59 µM]	49.5%	0.9%	2.7	-13.2%	-14.6%	-17.1%	-39.9%
CC1(NC(=O)N2CCOCC2)CCS(=O)(=O)C1 (stereo unspecified)	-0.8%	12.4%[0.0925 µM]	18.6%	?	1.4	/	-10.7%	7.0%	9.3%
CCCCOc1ccc(CSc2nncn2N)cc1	0.4%	9.2%	25.0%	2.8%	7.4	-4.1%	0.4%	0.0%	-4.7%
